Screening results from PubChem.
mHTT CaM bind: mutant huntingtin-calmodulin interaction inhibitors – biochemical, AlphaScreen, primary screen. AlphaScreen His-mHTT/GST-CaM binding, luminescence. inhibition, % at 15 µM. 3.6% of 190,000 active;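 further: 0% = both proteins with DMSO and 100% = one protein alone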
Pf apPOL block: Pf-apPOL inhibitors, biochemical, fluorescence. Recombinant Pf-apPOL, molecular beacon fluorescence, 1.5 h. inhibition, % at 10 µM. 0.25% of 210,000 active. AID 1794808, 2022
Numbers without * were called inactive; & = joins results of further samples. No stated cut-off is given here; in the data, active means inhibition above about 50%; inactive means the rest.

What do the screens show for `Cc1ccc(S(=O)(=O)c2nc(-c3cccs3)oc2SC(C)C)cc1`?
mHTT CaM bind: -10; Pf apPOL block: 4

Results for O=P(O)(O)C(O)(Cn1ccnc1)P(=O)(O)O ?
Pf apPOL block: 15

How did CC(C)(C)C(=O)N1CCCC1c1cccc(F)c1 (stereo not drawn) do in these assays?
mHTT CaM bind: 1; Pf apPOL block: -3

How did O=[N+]([O-])c1ccccc1S(=O)(=O)NCCCCNS(=O)(=O)c1ccccc1[N+](=O)[O-] do in these assays?
mHTT CaM bind: 17; Pf apPOL block: -1

How did O=S(=O)(NCC1OCCc2ccccc21)c1ccccc1 (stereo not drawn) do in these assays?
mHTT CaM bind: -2; Pf apPOL block: -2

How did O=C(CC1COc2ccccc2NC1=O)Nc1ccc(F)c(Cl)c1 (stereo not drawn) do in these assays?
mHTT CaM bind: 2; Pf apPOL block: -1

How did COc1ccc(-n2ccnc2SCC(=O)Nc2cc(C(F)(F)F)ccc2Cl)cc1 do in these assays?
mHTT CaM bind: 5; Pf apPOL block: -4

How did O=S(=O)(Cc1ccc(F)cc1)Cc1noc(-c2ccno2)n1 do in these assays?
Pf apPOL block: -6

What do the screens show for `Cc1cccc(C2=NC3(CCN(Cc4ccccc4Cl)CC3)NC2=O)c1`?
mHTT CaM bind: 0; Pf apPOL block: 3

What do the screens show for `Cc1c(C(=O)N2CCCCCC2)oc2ccc(S(=O)(=O)N3CCOCC3)cc12`?
mHTT CaM bind: 0; Pf apPOL block: -8

Quoted from the results shown (2 entries):
What do the screens show for `Cc1ccc(S(=O)(=O)c2nc(-c3cccs3)oc2SC(C)C)cc1`?
mHTT CaM bind: -10; Pf apPOL block: 4

Results for O=P(O)(O)C(O)(Cn1ccnc1)P(=O)(O)O ?
Pf apPOL block: 15

Remaining list, next part.
Results for Cc1cc(C(=O)Nc2ccc(S(=O)(=O)N3CCCC3)cc2)ccc1[N+](=O)[O-] ?
mHTT CaM bind: 1; Pf apPOL block: 0

How did Cc1cc(NS(=O)(=O)c2ccc(NC(=O)C3CC3)cc2)no1 do in these assays?
mHTT CaM bind: 7; Pf apPOL block: 4

Results for Cc1ccc(NC(=O)c2cnn3c2NC(c2ccco2)CC3C(F)(F)F)cc1C (stereo not drawn) ?
mHTT CaM bind: -4; Pf apPOL block: -6

How did O=S(=O)(Cc1nc(-c2ccccc2)no1)c1ccc(F)cc1 do in these assays?
mHTT CaM bind: -8; Pf apPOL block: -3

Results for Nc1nnc(CCS(=O)(=O)c2ccc(Br)cc2)s1 ?
mHTT CaM bind: -5; Pf apPOL block: -5

What do the screens show for `CC1CCC2C(C)(CO)C(O)CCC2(C)C12CCC(CO)(CCO)O2` (stereo not drawn)?
Pf apPOL block: -13

Results for N#Cc1c(N)oc(-c2ccccc2)c1-c1ccccc1 ?
mHTT CaM bind: 27; Pf apPOL block: 0

How did CSc1ccccc1CNC(=O)NC12CC3CC(CC(C3)C1)C2 do in these assays?
Pf apPOL block: -14

Results for c1ccc2c(c1)nc(N1CCCCCC1)c1nncn12 ?
mHTT CaM bind: 14; Pf apPOL block: -3

What do the screens show for `Cc1c(NC(=O)c2c(O)c3ccccc3n(C)c2=O)c(=O)n(-c2ccccc2)n1C`?
mHTT CaM bind: -3; Pf apPOL block: -8

Results for CNC(=O)C(C1CCCC1)N1CCN(C(=O)c2ccccc2Cl)CC1 (stereo not drawn) ?
mHTT CaM bind: 4; Pf apPOL block: -2

What do the screens show for `O=C(O[C@@H]1C[C@H]2C[C@@H]1[C@H]1CCCCN1C2=O)N1CCCCC1`?
mHTT CaM bind: 1; Pf apPOL block: 0

Results for Cc1cc(C2CCCN2C(=O)c2cc(-c3ccc(F)cc3)on2)no1 (stereo not drawn) ?
mHTT CaM bind: 7; Pf apPOL block: -4

How did CCCCOc1ccc(C(=O)Nc2ccc(-c3nc(C)no3)cc2)cc1 do in these assays?
mHTT CaM bind: -16; Pf apPOL block: 0

What do the screens show for `O=C1c2ccc(Oc3ccc([N+](=O)[O-])cc3)cc2C(=O)N1c1ccncc1`?
mHTT CaM bind: -2; Pf apPOL block: -1

How did CCCCc1nnc(NC(=O)Cc2ccccc2)s1 do in these assays?
mHTT CaM bind: -3; Pf apPOL block: -7

Results for COC(=O)C(C)Sc1ncnc2sc(C)c(C)c12 (stereo not drawn) ?
mHTT CaM bind: -22; Pf apPOL block: 12

How did Cc1ccc(C(=O)N2CCC3(CC2)NC(=O)c2cc(F)ccc2N3C)cc1 do in these assays?
mHTT CaM bind: 15; Pf apPOL block: 1

How did O=C(COc1ccc(Br)cc1)Nc1cccc(-c2nc3ncccc3o2)c1 do in these assays?
mHTT CaM bind: 0; Pf apPOL block: 8

What do the screens show for `O=C(NCc1ccccc1F)c1cn2c(n1)COCC2`?
mHTT CaM bind: -7; Pf apPOL block: -2

What do the screens show for `COc1cccc(COc2ccc3c(=O)c(-c4ccccc4OC)coc3c2)c1`?
mHTT CaM bind: -12; Pf apPOL block: -6

Results for O=C1Nc2ccccc2OC1C(=O)N1CCN(c2cccc(Cl)c2)CC1 (stereo not drawn) ?
mHTT CaM bind: 2; Pf apPOL block: -2

What do the screens show for `COc1ccc2ccccc2c1C1N(c2cc(C)on2)C(=O)C2CCCN21` (stereo not drawn)?
mHTT CaM bind: 5; Pf apPOL block: -2

What do the screens show for `CCn1c(=N)n(CCOc2ccccc2)c2ccccc21`?
mHTT CaM bind: -6; Pf apPOL block: -1

What do the screens show for `CCOc1ccccc1NC(=O)/C=C/c1ccc2c(c1)OCO2`?
mHTT CaM bind: -2; Pf apPOL block: 0

Results for CC(Cn1nc(-c2cccs2)ccc1=O)C(=O)NCCc1ccc(S(N)(=O)=O)cc1 (stereo not drawn) ?
mHTT CaM bind: -17; Pf apPOL block: -10

How did CC(C)C1C(=O)N(Cc2cn(CCC3OCCO3)nn2)CCS(=O)(=O)N1Cc1ccc(-c2ccc(F)nc2)cc1 (stereo not drawn) do in these assays?
mHTT CaM bind: 37; Pf apPOL block: 2

What do the screens show for `Cc1nn(-c2ccccc2)c2[nH]cc(C(=O)N3CCN(C(=O)c4ccco4)CC3)c(=O)c12`?
mHTT CaM bind: -8; Pf apPOL block: -3

Results for COc1ccc(/C=N/NC(=S)S)cc1OC ?
mHTT CaM bind: inactive

Results for O=C(Cn1cnc2c(-c3ccc(F)cc3)csc2c1=O)Nc1ccccc1 ?
mHTT CaM bind: -14; Pf apPOL block: -2

How did CCn1cc(SCC(=O)Nc2ccc(Br)cc2)c2ccccc21 do in these assays?
mHTT CaM bind: 5; Pf apPOL block: -6

What do the screens show for `Cc1ccc2c(c1)NC(=O)C(C(=O)Nc1cccc(F)c1)O2` (stereo not drawn)?
mHTT CaM bind: -13; Pf apPOL block: -2

What do the screens show for `Nc1ccc(S(=O)(=O)NC2=NCCC2)cc1`?
mHTT CaM bind: -7

Results for COc1ccc(N2C(=O)CSC2c2ccc(C)cc2)cc1 (stereo not drawn) ?
mHTT CaM bind: -5; Pf apPOL block: -4

Results for Cc1nc(-c2ccccc2)sc1C(=O)N1CCC(CC(=O)N2CCOCC2)CC1 ?
mHTT CaM bind: 10; Pf apPOL block: -6

Results for CN1C(=O)N(C)C2NC(=O)NC21 (stereo not drawn) ?
mHTT CaM bind: -5

Results for N#CC1=C(N)NC(=S)C(C(N)=O)C12CCCCC2 (stereo not drawn) ?
mHTT CaM bind: 5; Pf apPOL block: 4

How did CSc1nc(N)c2c3c(sc2n1)CCCCC3 do in these assays?
mHTT CaM bind: -4; Pf apPOL block: 1

Results for COc1ccc(-c2cn(-c3cccc(Br)c3)c(=O)[nH]2)cc1 ?
mHTT CaM bind: 26; Pf apPOL block: 0

Results for COc1ccc(-c2coc3cc4oc(=O)c5ccccc5c4cc23)cc1F ?
mHTT CaM bind: 1; Pf apPOL block: -3

How did CCSc1nnc(NC(=O)c2nn(-c3ccc(F)cc3)cc2OC)s1 do in these assays?
mHTT CaM bind: 5; Pf apPOL block: 7

How did O=C(c1cccs1)N1CCCn2nc(-c3cccc(Cl)c3)cc2C1 do in these assays?
mHTT CaM bind: 19; Pf apPOL block: -2

How did NCCc1cnc[nH]1 do in these assays?
Pf apPOL block: -4

How did COCCN(CC1(C)CCOCC1)C(=O)c1cc(Cl)ccc1OC do in these assays?
mHTT CaM bind: -9; Pf apPOL block: -1

What do the screens show for `Cc1ccc(Sc2nccnc2N2CCC(C(=O)N3CCN(C)CC3)CC2)cc1`?
mHTT CaM bind: 11; Pf apPOL block: -4

How did COCC(C)NC(=O)c1ccccc1[N+](=O)[O-] (stereo not drawn) do in these assays?
mHTT CaM bind: 0; Pf apPOL block: -14

What do the screens show for `O=C(NCc1cccnc1)C1CC(c2ccccc2F)=NO1` (stereo not drawn)?
mHTT CaM bind: -5; Pf apPOL block: -1

What do the screens show for `O=C(Cn1cnc2ccccc2c1=O)N(Cc1ccco1)c1ccc(O)cc1`?
mHTT CaM bind: 5; Pf apPOL block: -3

Results for COc1ccc(C(=O)O/N=C(\N)Cc2cccs2)cc1OC ?
mHTT CaM bind: inactive; Pf apPOL block: -7

Results for COc1ccc(/C=C2\SC(N3CCC(C)CC3)=NC2=O)cc1 ?
mHTT CaM bind: 13; Pf apPOL block: 0

Arranged by number of heavy atoms (high to low): part of the list above
How did O=[N+]([O-])c1ccccc1S(=O)(=O)NCCCCNS(=O)(=O)c1ccccc1[N+](=O)[O-] do in these assays?
mHTT CaM bind: 17; Pf apPOL block: -1

Results for Cc1nc(-c2ccccc2)sc1C(=O)N1CCC(CC(=O)N2CCOCC2)CC1 ?
mHTT CaM bind: 10; Pf apPOL block: -6

What do the screens show for `Cc1c(C(=O)N2CCCCCC2)oc2ccc(S(=O)(=O)N3CCOCC3)cc12`?
mHTT CaM bind: 0; Pf apPOL block: -8

Results for COc1ccc(-c2coc3cc4oc(=O)c5ccccc5c4cc23)cc1F ?
mHTT CaM bind: 1; Pf apPOL block: -3

What do the screens show for `Cc1cccc(C2=NC3(CCN(Cc4ccccc4Cl)CC3)NC2=O)c1`?
mHTT CaM bind: 0; Pf apPOL block: 3

How did CCSc1nnc(NC(=O)c2nn(-c3ccc(F)cc3)cc2OC)s1 do in these assays?
mHTT CaM bind: 5; Pf apPOL block: 7

What do the screens show for `Cc1ccc(S(=O)(=O)c2nc(-c3cccs3)oc2SC(C)C)cc1`?
mHTT CaM bind: -10; Pf apPOL block: 4

How did CSc1ccccc1CNC(=O)NC12CC3CC(CC(C3)C1)C2 do in these assays?
Pf apPOL block: -14

How did O=S(=O)(Cc1ccc(F)cc1)Cc1noc(-c2ccno2)n1 do in these assays?
Pf apPOL block: -6

Results for c1ccc2c(c1)nc(N1CCCCCC1)c1nncn12 ?
mHTT CaM bind: 14; Pf apPOL block: -3

How did CCCCc1nnc(NC(=O)Cc2ccccc2)s1 do in these assays?
mHTT CaM bind: -3; Pf apPOL block: -7

Results for N#CC1=C(N)NC(=S)C(C(N)=O)C12CCCCC2 (stereo not drawn) ?
mHTT CaM bind: 5; Pf apPOL block: 4

How did CSc1nc(N)c2c3c(sc2n1)CCCCC3 do in these assays?
mHTT CaM bind: -4; Pf apPOL block: 1

Results for COc1ccc(/C=N/NC(=S)S)cc1OC ?
mHTT CaM bind: inactive

Additional compounds.
How did CC(=O)N1CCc2ccc(NC(=O)C3(c4cccs4)CCCC3)cc2C1 do in these assays?
mHTT CaM bind: 7; Pf apPOL block: -8

How did O=C(CN1C(=O)/C(=C/c2cccc(Cl)c2)Sc2ccccc21)NC1CCCCC1 do in these assays?
mHTT CaM bind: -1; Pf apPOL block: 1

What do the screens show for `CCOc1ccc(C(O)=C2C(=O)C(=O)N(CCOC)C2c2cccc([N+](=O)[O-])c2)cc1` (stereo not drawn)?
mHTT CaM bind: -1; Pf apPOL block: -2

What do the screens show for `CSc1cccc(NC(=O)NCCC2CCN(S(=O)(=O)c3ccc(C)cc3)CC2)c1`?
mHTT CaM bind: 26; Pf apPOL block: -5

Results for CC(C)OCC(O)Cn1c2ccccc2c2ccccc21 (stereo not drawn) ?
mHTT CaM bind: -9; Pf apPOL block: -7

Results for COc1ccccc1[C@H]1C(c2ccc(F)cc2)=NN(c2ccccc2)[C@@H]1CO ?
mHTT CaM bind: 67*; Pf apPOL block: -8

How did Cc1ccc(S(=O)(=O)CCN2CCC(C(F)(F)F)CC2)cc1 do in these assays?
Pf apPOL block: 0

Results for C[C@@H](c1ccccc1)N1C[C@H](COCc2ccccc2)Oc2cc(N3CC[C@H](O)C3)ccc2S1(=O)=O ?
mHTT CaM bind: 48; Pf apPOL block: -8

How did CN(C)c1ccc(C=NNc2cc(Cl)ccc2Cl)c(Cl)c1 do in these assays?
Pf apPOL block: -2&-3

What do the screens show for `COc1ccc(NC(=O)CN2C(=O)C(c3ccc(C(C)(C)C)cc3)=NC2(C)C)cc1Cl`?
mHTT CaM bind: -6; Pf apPOL block: -5

How did Nc1c(C(=O)NCc2ccccc2)nnn1Cc1ccccc1 do in these assays?
mHTT CaM bind: -4; Pf apPOL block: -5

What do the screens show for `Cc1noc(C)c1S(=O)(=O)N1CCC(C(C)C(=O)NC2CCCC2)CC1` (stereo not drawn)?
mHTT CaM bind: -5; Pf apPOL block: -3

Results for C=CCSc1nnc(-c2ccccc2NC(=O)c2ccc(S(C)(=O)=O)cc2)o1 ?
mHTT CaM bind: -8; Pf apPOL block: -4

How did N#CC1=C(N)NC(SCC(N)=O)=C(C#N)C1c1ccccc1Cl (stereo not drawn) do in these assays?
mHTT CaM bind: -3; Pf apPOL block: 49

Results for CSc1cccc(NC(=O)c2ccccc2O)c1 ?
mHTT CaM bind: -5; Pf apPOL block: -12

How did O=C1N(CN2CCC3(CC2)OCCO3)c2ccccc2C12OCCO2 do in these assays?
mHTT CaM bind: -2

What do the screens show for `O=C(NCCc1csc(-c2ccccc2)n1)C1CCN(C(=O)c2ccco2)CC1`?
mHTT CaM bind: 7; Pf apPOL block: 1

What do the screens show for `Cc1ccc(NC(=O)N2CCCC(CCC(=O)N3CCC(N4CCCCC4)CC3)C2)cc1` (stereo not drawn)?
mHTT CaM bind: 9; Pf apPOL block: -6

How did CC(C)(CC(=O)N1CCN(c2ccccc2)CC1)CC1=NS(=O)(=O)c2ccccc2N1 do in these assays?
mHTT CaM bind: 11; Pf apPOL block: 1

Results for COc1ccccc1NC(=O)Cn1ccn(-c2ccc(C)c(F)c2)c(=O)c1=O ?
mHTT CaM bind: -14; Pf apPOL block: 0
